High-throughput results from PubChem BioAssay.
NPYLR7 agonist – activates Aedes aegypti NPYLR7 receptor. HEK293T NPYLR7/Galpha15, GCaMP6s calcium fluorescence. activation, % at 10 µM. 270,000 compounds, 0.15% hits; in the data active means activation above about 40%;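 further: 0% = vehicle and 100% = reference agonist at the receptor; some compounds past the cut are filed as inactive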
mcGAS inh – mouse cGAS inhibition by luminescence. inhibition, % at 12.5 µM. 160,000 compounds, 0.15% hits. Q8C6L5. recombinant cGAS, Kinase-Glo ATP depletion luminescence;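 further: 0% = negative control wells and 100% = reference inhibitor with no enzyme activity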
hcGAS inh – human cGAS inhibition. 290,000 compounds, 0.081% hits. Q8N884. recombinant h-cGAS, ATP depletion, Kinase-Glo luminescence. inhibition, % at 12.5 µM;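 further: 0% = vehicle reaction and 100% = reaction without DNA for no activity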
Target sequence (Q8N884 whole entry, looked up): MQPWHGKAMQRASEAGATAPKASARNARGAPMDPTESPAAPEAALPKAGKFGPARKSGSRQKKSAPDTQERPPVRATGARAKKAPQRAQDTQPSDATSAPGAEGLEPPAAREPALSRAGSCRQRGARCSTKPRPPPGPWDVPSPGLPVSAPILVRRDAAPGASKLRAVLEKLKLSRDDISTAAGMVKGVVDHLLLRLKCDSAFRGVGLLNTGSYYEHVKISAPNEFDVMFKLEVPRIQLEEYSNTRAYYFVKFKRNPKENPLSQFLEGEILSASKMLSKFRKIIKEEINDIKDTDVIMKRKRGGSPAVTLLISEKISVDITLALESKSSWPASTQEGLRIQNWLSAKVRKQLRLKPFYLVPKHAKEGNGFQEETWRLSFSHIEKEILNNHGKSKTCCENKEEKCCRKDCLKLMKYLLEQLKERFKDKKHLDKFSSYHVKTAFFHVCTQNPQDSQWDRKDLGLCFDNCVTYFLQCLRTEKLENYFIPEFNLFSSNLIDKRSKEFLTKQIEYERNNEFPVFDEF
* marks the source's active call; other numbers are inactive results; nt = no result given; & = joins results of further samples. Unless noted, no stated cut-off is given here; in the data, active means inhibition above about 40%; inactive means the rest.

SMILES	NPYLR7 agonist	mcGAS inh	hcGAS inh
O=C(CCc1ccccc1)N1CCSC1c1ccc2c(c1)OCO2 (stereo unspecified)	1.3	-1.2	1.7
C=CCN(C)C(=O)c1ccccc1N1CCOCC1	6.0	-11.9	-6.9
O=C(c1cccc2nnnn12)N1CCC(c2cc(Cc3ccccc3)[nH]n2)CC1	-1.2	-8.2	-4.3
Cc1csc2ncc(C(=O)N(C)Cc3ccccc3)c(=O)n12	-7.2	-3.1	21.7
Cc1cccc2c1C(=O)NC1(CCN(C(=O)COCc3ccccc3)CC1)N2	-0.8	-5.9	-4.5
COC(=O)C(CC(C)C)N1C(=O)C2C3c4ccccc4C(c4ccccc43)C2C1=O (stereo unspecified)	-3.2	-2.8	-3.2
COc1ccc(-c2cc(F)cc3c2OC(CNC(=O)c2cccc(Cn4nc(C)cc4C)c2)C3)nn1 (stereo unspecified)	15.6	-12.2	-6.4
COc1ccccc1OCCn1c(SCc2ccccc2)nc2ccccc21	15.3	-6.0	-3.3
Cc1ccccc1C(=O)N1C(C(=O)NCC2CCCO2)COC12CCN(C(=O)c1ccc(F)cc1)CC2 (stereo unspecified)	1.5	2.3	0.8
O=C1OC(c2ccco2)=N/C1=C\c1cccnc1	-7.5	-0.2	2.1
COc1ccc(C(=O)N(CCC(C)C)CC(=O)N2CCc3sccc3C2c2ccc(Cl)cc2Cl)cc1 (stereo unspecified)	-2.3	-6.2	-14.1
C=CCN(C(=O)CCN1CCCCO1)C1CCCC1	7.0	nt	-6.0
C=CCN(CC(=O)N1CCc2sccc2C1COc1ccc(Cl)c(C)c1)C(=O)Cc1ccccc1 (stereo unspecified)	nt	-2.2	-1.3
CO[C@H]1C(=O)N(Cc2ccccc2)C2(CCN(C(=O)c3cc(C)oc3C)CC2)[C@@H]1CO	25.6	-5.7	-5.2
Cc1nnc(SCc2ccc(C(=O)N3CCN(c4ccccc4F)CC3)cc2)n1-c1cccc(Cl)c1	5.3	-4.6	-11.7
CC(c1cccs1)N(C)CC(=O)Nc1sc2c(c1C#N)CCC2 (stereo unspecified)	12.4	nt	-10.4
O=c1c2cc([N+](=O)[O-])ccc2nc2n1CCC2=Cc1ccccc1	-5.2	nt	-0.4
COCCN1CCN(C(=O)c2ccc(-c3cc(-c4ccc(Cl)cc4Cl)[nH]n3)cc2)CC1	4.5	-8.3	-10.9
COc1ccccc1OCC(=O)NC1CCCC1(C)CO (stereo unspecified)	11.8	nt	-8.1
COc1cccnc1C(=O)NCc1ccc2sccc2c1	6.7	-6.0	-6.2
CC1CN(c2cc(Cl)nc(SCC(=O)NCc3ccccn3)n2)CCN1C(=O)c1ccc(F)cc1 (stereo unspecified)	-4.2	-5.2	-1.0
O=C1NC(=Nc2ccccc2Cl)S/C1=C/c1ccccc1O	-3.8	nt	-2.3
CCc1nnc2n1N(C(C)=O)C(c1ccc(Br)cc1)=C(C(C)=O)S2	1.0	nt	-12.0
CCOCCOC1CCCN(C(=O)c2ccc(OC)cc2)C1 (stereo unspecified)	-1.4	nt	-2.5
Cc1ccn2c(=O)c(C(=O)NCc3ccccc3)c(O)nc2c1	-1.2	-3.5	4.0
Additional compounds
SMILES	NPYLR7 agonist	mcGAS inh	hcGAS inh
Cc1cc(F)ccc1Oc1cc(N2CCN(C(=O)NC3CCCCC3)C(C)C2)ncn1 (stereo unspecified)	nt	-9.3	-3.6
COCCn1c(C(=O)Nc2cccnc2)cc2c(=O)n(C)c(=O)n(C)c21	-1.5	-8.5	-6.8
CC(C)CN1C(=O)CC(N2CCOCC2)C1=O (stereo unspecified)	-9.5	-10.1	-8.3
COc1ccc(NS(=O)(=O)c2cc(F)ccc2C)c(C(=O)NCc2ccccc2)c1	-1.9	0.2	3.6
CCOC(=O)C1CCCCN1CC(=O)N1N=C(c2ccc(C)cc2C)CC1c1ccc(OC)cc1 (stereo unspecified)	-1.8	-3.3	-0.8
CC1(C)C2CC[C@@]1(CS(=O)(=O)N1CCC[C@@H]1C(=O)NC1CCCC[C@H]1NC(=O)c1ccc(F)cc1)C(=O)C2 (stereo partly specified)	16.1	-3.1	-2.1
Cc1ccc(C)c(C2c3cccn3CCCN2Cc2cccc(Cl)c2)c1 (stereo unspecified)	8.4	-4.1	-5.0
CC(=O)N1CCN(c2cc(-c3ccccc3)nc(SCc3cccc(C(=O)NCCN4CCOCC4)c3)n2)CC1	9.8	-5.7	-7.8
O=C(c1sccc1Cl)N1Cc2cnn(Cc3ccc(F)cc3)c2C1	18.4	nt	-6.7
CCN(C(=O)COc1ccc(-c2noc(C3CC3)n2)cc1)C1CC1	0.2	-10.0	-2.4
O=C1NCC2(CCCN(C(=O)CCN3C(=O)COc4ccccc43)C2)O1 (stereo unspecified)	4.3	nt	-1.6
CN(C)c1ccc(CN2CCC(C(=O)NC(c3ccccc3)c3ccsc3)CC2)cc1 (stereo unspecified)	-11.9	0.0	1.2
O=C(CCS(=O)(=O)c1ccc(Br)s1)NC1CCCC1	-2.4	nt	-4.2
O=C(Nc1nnc(CSCc2ccccc2)s1)c1ccco1	-8.9	-4.7	-3.3
Cc1nn(C)c(C)c1NC(=O)C(C)Sc1n[nH]c(=O)n1CCc1ccccc1 (stereo unspecified)	1.2	nt	-0.8
Cc1ccc(Cn2ccnc2CN(Cc2ccco2)C(=O)c2ccc(F)cc2)cc1	4.6	-5.0	-3.6
CC(C)NC(=O)CCNC(=O)c1ccnc(N2CCOC(C)C2)c1 (stereo unspecified)	3.2	nt	-5.6
CCOC(=O)CNC(=O)C(F)(F)C(F)(F)C(F)(F)C(F)(F)C(=O)NCC(=O)OCC	7.7	nt	-7.2
COCCNC(=O)c1coc(CN(Cc2ccccc2)Cc2cc(OC)ccc2OC)n1	11.5	-6.0	-1.6
COCCCNC(=O)c1nn(-c2ccccc2F)c(=O)n(Cc2cccc(C(F)(F)F)c2)c1=O	11.5	-5.9	-4.8
Cc1cc(C)n(-c2ncnc3sc4c(c23)CCC4)n1	18.0	-9.0	-6.4
CC(Sc1nc2cc(Cl)ccc2n1C)C(=O)NC(C)(C#N)C(C)C (stereo unspecified)	-4.0	nt	-6.4
O=C(NCC1CCN(Cc2cnn(-c3ccccc3)c2)C1)C1CCC1 (stereo unspecified)	7.8	nt	-7.9
CC(C)NC(=O)N(Cc1ccc(F)cc1F)CC1CC(c2cccs2)=NO1 (stereo unspecified)	-9.7	0.4	-0.2
Cc1ccc(C2Nc3ccc(C(=O)c4ccccc4)cc3N=C3CCCC(=O)C32)o1 (stereo unspecified)	-6.9	-4.9	-1.6

Looked up above.
`CC(C)CN1C(=O)CC(N2CCOCC2)C1=O` (stereo unspecified) – hcGAS inh = -8.3
`CCOC(=O)CNC(=O)C(F)(F)C(F)(F)C(F)(F)C(F)(F)C(=O)NCC(=O)OCC` – hcGAS inh = -7.2
`O=C1NCC2(CCCN(C(=O)CCN3C(=O)COc4ccccc43)C2)O1` (stereo unspecified) – NPYLR7 agonist = 4.3
`COc1ccc(NS(=O)(=O)c2cc(F)ccc2C)c(C(=O)NCc2ccccc2)c1` – hcGAS inh = 3.6
`Cc1ccc(C2Nc3ccc(C(=O)c4ccccc4)cc3N=C3CCCC(=O)C32)o1` (stereo unspecified) – mcGAS inh = -4.9
`CC(C)NC(=O)N(Cc1ccc(F)cc1F)CC1CC(c2cccs2)=NO1` (stereo unspecified) – mcGAS inh = 0.4
`CC(C)NC(=O)CCNC(=O)c1ccnc(N2CCOC(C)C2)c1` (stereo unspecified) – NPYLR7 agonist = 3.2

Single records (already shown). Screens in order: NPYLR7 agonist	mcGAS inh	hcGAS inh
CCc1nnc2n1N(C(C)=O)C(c1ccc(Br)cc1)=C(C(C)=O)S2 in the list: 1.0	nt	-12.0
COCCNC(=O)c1coc(CN(Cc2ccccc2)Cc2cc(OC)ccc2OC)n1 in the list: 11.5	-6.0	-1.6
C=CCN(CC(=O)N1CCc2sccc2C1COc1ccc(Cl)c(C)c1)C(=O)Cc1ccccc1 (stereo unspecified) in the list: nt	-2.2	-1.3
Cc1ccc(C)c(C2c3cccn3CCCN2Cc2cccc(Cl)c2)c1 (stereo unspecified) in the list: 8.4	-4.1	-5.0
Cc1cc(F)ccc1Oc1cc(N2CCN(C(=O)NC3CCCCC3)C(C)C2)ncn1 (stereo unspecified) in the list: nt	-9.3	-3.6

Following part
SMILES	NPYLR7 agonist	mcGAS inh	hcGAS inh
C=CCn1c(=O)c2cnc(Nc3ccc(N4CCN(C)CC4)cc3)nc2n1-c1cccc(C(C)(C)O)n1	-7.3	-2.9	7.0
COc1cc(OC)c(OC)cc1/C=C1N=C(/C=C/c2ccc(Cl)cc2Cl)OC\1=O	-12.8	0.4	1.9
CC(C)c1ccc(CN(C(=O)CCNC(=O)c2ccccc2)C2CC2)cc1	7.4	nt	-10.7
C=CCn1c(SCc2ccc(OC)cc2)nnc1-c1ccc(F)cc1	-2.0	-6.5	-7.8
CCOc1ccccc1N1CCN(C(=O)c2cc(-c3cccc(OC)c3)n3nc(-c4ccccc4)cc3n2)CC1	13.6	-7.2	-8.4
O=C(OCC(=O)N1CCC2(CC1)OCCO2)c1[nH]c2ccc(Cl)cc2c1Cl	-5.5	nt	-3.8
COc1ccc(NC(=O)c2ccoc2C)c(N2CCN(C(C)=O)CC2)n1	5.3	nt	-7.0
CC1CCc2c(sc3nc(C(C)C)nc(N4CCN(C(=O)c5cccc(Cl)c5)CC4)c23)C1 (stereo unspecified)	0.4	-4.3	-5.0
Cc1ccc(NC(=O)c2sc(=O)n(Cc3ccccc3C(F)(F)F)c2C)cc1	-1.7	nt	-3.8
COc1ccc(NC2CCCN(C(=O)Cc3cnc(C)[nH]c3=O)C2)cc1 (stereo unspecified)	0.4	nt	-2.9
CNc1cncc(-c2ccc(OC)cc2)n1	2.2	nt	-1.4
Cc1cnn(CCC(=O)Nc2ncccc2Br)c1	20.1	-5.2	-6.7
O=C1C2Sc3[nH]c(=O)sc3C(c3ccc(O)cc3)C2C(=O)N1c1ccc(Cl)cc1 (stereo unspecified)	10.4	nt	-4.0
COCCCn1c(N)c(C(=O)N2CCCC2)sc1=S	-4.7	nt	-4.9
COc1cccc(-c2cc(C(=O)NC(C)CCc3ccccc3)n3nc(C(C)(C)C)cc3n2)c1 (stereo unspecified)	-11.6	-9.8&-6.8	-5.0&-6.4
Cc1cnc2c(C(=O)N3CCCC(OCc4ccccn4)C3)cnn2c1 (stereo unspecified)	4.9	nt	0.3
CCc1cc(CN(C)C(=O)c2ccc(=O)[nH]c2)on1	2.4	nt	0.1
CCCCCCCCc1ccc(-c2ccc(C(=O)O)cc2)cc1	4.5	-3.9	10.2
CNc1snc(C)c1C(=O)N(C)Cc1ccc(C(=O)NCC(F)(F)F)cc1	-4.3	-1.1	4.5
Cc1ccn2c(=O)c(NC(=O)Cc3ccc(Cl)cc3)c(C)nc2c1	3.6	nt	-7.6
COC(=O)CNC(=O)c1cc(OC)c(Br)c(OC)c1	1.1	nt	-3.0
Cc1noc(C2CCCN2Cc2cccc(C(=O)Nc3c(C)noc3C)c2)n1 (stereo unspecified)	-0.5	nt	-5.4
Cc1ccc(NS(=O)(=O)c2ccc(Cl)c(C(=O)N3CC(C)OC(C)C3)c2)cc1C (stereo unspecified)	-2.0	nt	-8.1
O=C(N[C@@H]1C[C@H]2CC[C@@H]1C2)c1cccnc1Nc1cc(Cl)cc(Cl)c1	-14.6	-4.6	-10.1
O=C(COCc1ccccc1)N1CCOC(c2ccccc2)C1 (stereo unspecified)	24.3	-8.6	-5.6
Additional compounds follow:
SMILES	NPYLR7 agonist	mcGAS inh	hcGAS inh
COc1cc(OC)cc(C(=O)N2CCN(c3nc(C)nc(C)c3Cc3ccc(F)cc3)CC2)c1	6.5	-2.7	1.3
O=C(Cn1cnc2sccc2c1=O)c1cccs1	0.2	nt	1.6
CCCn1nc(C(=O)N(C)Cc2ccc(C)o2)ccc1=O	1.3	nt	-9.2
CC(C)(C)c1ccc(C(=O)Nc2ccc(-c3cccc(-c4ccc5c(c4)OCCO5)n3)cc2)cc1	-7.0	-6.5	-8.0
CCOCCCN(CC(=O)N(Cc1cccn1Cc1ccccc1)C1CCCCC1)C(=O)c1cccc(F)c1	-2.1	-5.7	-3.1
COc1ccc(OC)c(S(=O)(=O)NC(=O)C2(C)CCN2C(=O)C2(c3ccc(Cl)cc3)CC2)c1 (stereo unspecified)	5.4	nt	-6.9
Clc1ccc(-c2cccc(-n3cnnc3)c2)s1	17.2	nt	-6.4
N#Cc1c(-c2cccs2)cc2c(c1N)c(=O)oc1ccccc12	3.0	nt	-3.9
CCc1csc(CNC(=O)c2cc(C3CC3)[nH]n2)n1	nt	-0.8	3.3
COc1ccc(C(=O)COC(=O)c2ccccc2[N+](=O)[O-])cc1OC	-4.0	nt	-4.6
CCCCCCNC(=O)CC(c1ccc(OC)cc1)c1c[nH]c2ccccc12 (stereo unspecified)	nt	1.5	-0.1
CCCCC(O)CN(CCOC)Cc1c(CC)nn(-c2ccccc2)c1Oc1ccc(F)cc1F (stereo unspecified)	5.6	-4.0	-6.9
COCCN(CC(=O)N(CCc1ccc(OC)c(OC)c1)Cc1sccc1C)C(=O)c1ccc(Br)cc1	-11.8	-4.8	-15.7
O=C(CSc1nnc(-c2ccco2)o1)N1CCN(C(=O)c2ccco2)CC1	7.5	nt	1.7
COc1ccnc(N2C[C@H]3CC=CC[C@H]3C2)n1	0.7	nt	-1.5
Cc1c(C)n2c3c(=O)n(CCC(C)C)c(=O)n(C)c3nc2n1-c1ccc(F)cc1	-1.4	-8.9	-6.5
CC(C)OCC(=O)Nc1ccn(CCCn2ccnc2)n1	6.2	nt	-4.9
COc1cccc(CSc2nnc(NC(=O)CSc3ccccc3)s2)c1	13.6	-5.8	-4.8
COc1ccc(-c2ccc(OCCNC(=O)CC3CCCC3)nn2)cc1	-4.5	-7.8	-7.1
C(=NN1CCN(c2ccccn2)CC1)C1=C(N2CCOCC2)C(=Cc2ccccc2)CC1	3.7	nt	-4.5
CCOC(=O)CN1C(=O)CN(C(=O)c2ccc3c(c2)OCCCO3)CCC(OC)c2ccccc21 (stereo unspecified)	2.0	-6.2	-7.8
